# Screening data (PubChem)
# HttQ103 aggreg: inhibitors of mutant huntingtin aggregate formation in PC12 cells; PC12 HttQ103-GFP aggregates, Acumen cytometry, 40 h; Potency, µM (doses to about 46.1 µM), for inactives: at the highest dose activity change, negative = inhibition, actives largely listed as inhibitors; hit rate 1.1% among 220,000; further: potency means the concentration at half of the fitted maximal effect; on the % scale 0 is the no-effect control and ±100 the full control effect; nearly all actives have a fitted effect of over 60% in size
#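 Steps: seed 1500 PC12 HTTQ103-GFP cells/well; add tebufenozide, 100 nM final; add compound titration; add ATPLite reagent; quantify GFP aggregates by laser scanning cytometry.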
# KinaseGlo FLuc: counter-screen: inhibitors of Kinase-Glo firefly luciferase; Kinase-Glo luciferase, ATP luminescence, 8 min; Potency, µM (titrated, usually from 38.3 µM), for the others: at the top dose activity change, negative = inhibition, most hits filed as inhibitors; hit rate 0.28% among 200,000; AID 1379; further: potency means the concentration at half of the fitted maximal effect; on the % scale 0 is the no-effect control and ±100 the full control effect; nearly all actives have a fitted effect of over 60% in size
#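 Inhibition of Kinase-Glo luciferase light generation was assessed at 10 uM ATP in pH 7.2 imidazole buffer, with luminescence measured after eight minutes at ambient temperature.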
# IMPase Li cell: IMPase inhibition in cells with lithium potentiation. Potency, µM (titrated, usually from 59.4 µM), without a hit: top-dose activity, negative = IMPase inhibition, most hits filed as inhibitors. CHO-M1 cells, IP1 TR-FRET (IP-One), carbachol + lithium. hit rate 0.35% among 210,000;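 further: IP1 builds up when IMPase is blocked and the TR-FRET signal falls; potency means the concentration at half of the fitted maximal effect; plate controls were basal vehicle for no effect and high inhibitor control for full effect; nearly all actives have a fitted effect of over 50% in size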
#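 IP1 accumulation measured by competitive TR-FRET in lysed CHO-M1 cells after 30 min compound exposure at 37C, with a small lithium addition to potentiate weak responses. Hill-equation AC50 from ratio and donor-channel data.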
# Lamin A splicing: LMNA splicing modulation; HeLa LMNA splicing GFP/RFP minigene ratio, 48 h; Potency, µM (top dose mostly 46.1 µM), without a hit: at the top dose ratio change, negative = inhibition, usual class: inhibitors; hit rate 0.01% among 200,000; AID 1487; active means well fitted inhibition curve with a large enough effect in the signal ratio, with a control signal flat, not every such curve was filed as active; inconclusive means small, poorly fitted or top-dose-only effect, or effect the other way, or a change in a side signal; the % refers to the signal ratio; further: potency means the concentration at half of the fitted maximal effect; on the % scale 0 is the no-effect control and ±100 the full control effect
#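 Read-out is the ratio of GFP to DsRed2 object intensity, acquired by 488 nm laser-scanning cytometry on HeLa lamin A-EGFP minigene reporter cells. Compound incubation 48 hrs at 37 °C in Opti-MEM with 2% FBS; DMSO 0.5% final.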
# CBFb RUNX1 block: blocks binding between human CBF-beta and RUNX1 | 230,000 tested, under 10 active | AID 1477 | Q01196+Q13951 | Potency, µM (series often up to 59.8 µM), for the others: at the highest dose activity, negative = inhibition, hits mostly inhibitors | AlphaScreen CBFb-His/RUNX1-biotin binding, biochemical; further: % of control where 0% means no effect
# Target sequence (Q01196 whole entry, looked up): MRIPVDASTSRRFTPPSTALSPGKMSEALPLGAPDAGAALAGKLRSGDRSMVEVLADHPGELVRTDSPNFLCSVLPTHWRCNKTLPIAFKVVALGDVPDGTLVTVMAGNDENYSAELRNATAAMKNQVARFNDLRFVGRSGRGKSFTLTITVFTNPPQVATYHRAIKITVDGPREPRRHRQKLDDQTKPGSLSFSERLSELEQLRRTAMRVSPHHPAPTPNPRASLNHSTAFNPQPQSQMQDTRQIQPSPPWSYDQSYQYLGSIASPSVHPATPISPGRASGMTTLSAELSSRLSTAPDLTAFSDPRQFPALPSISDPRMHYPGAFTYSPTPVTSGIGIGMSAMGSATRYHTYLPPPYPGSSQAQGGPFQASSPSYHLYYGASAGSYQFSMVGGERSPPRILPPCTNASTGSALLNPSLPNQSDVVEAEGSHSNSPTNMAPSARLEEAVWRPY
# Target sequence (Q13951 whole entry, looked up): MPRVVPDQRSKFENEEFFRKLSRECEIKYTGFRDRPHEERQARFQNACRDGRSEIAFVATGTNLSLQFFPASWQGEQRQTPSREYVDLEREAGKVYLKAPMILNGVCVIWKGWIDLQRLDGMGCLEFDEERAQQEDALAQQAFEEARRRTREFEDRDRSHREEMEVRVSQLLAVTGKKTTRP
#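 His-tagged CBF-beta and biotinylated RUNX1 (30 nM each) were premixed 20 min at room temperature, exposed to compound for 15 min, then given nickel-chelate and streptavidin AlphaScreen beads (50 ng each). After 90 min, AlphaScreen signal was read.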
# SMN2 splice enh: increases expression of the SMN2 splice variant. HEK293 SMN2-luciferase splicing reporter, luminescence, 30-36 h. AID 1458. Potency, µM (doses to about 46.1 µM), for the others: at the top dose activity change, positive = activation, hits mostly activators. hit rate 2.8% among 210,000; further: potency means the concentration at half of the fitted maximal effect; % of control where 0% means no effect; nearly all actives have a fitted effect of over 55% in size
#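 HEK293 cells carry an SMN2 […]–luciferase reporter in which exon 7 inclusion puts luciferase in frame. Cells were plated 10-12 h before compound addition, then incubated 30-36 h at 37C. ONE-Glo luminescence was read; sodium butyrate at 4.5 mM final served as control.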
# HTT cytoprotect: Huntington cell model cytoprotection by ATP luminescence; AID 1471; PC12 HTT-Q103 induced, cytoprotection, ATP luminescence, 40 h; Potency, µM (titrated, usually from 56.4 µM), without a hit: cytoprotection (ATP increase), most hits filed as activators; hit rate 0.14% among 230,000;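 further: potency means the concentration at half of the fitted maximal effect; % of control where 0% means no effect; nearly all actives have a fitted effect of over 45% in size; toxic huntingtin expression switched on by the ecdysone agonist tebufenozide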
#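 Huntington model: PC12 line, ecdysone-inducible HTTQ103 exon1–GFP, tebufenozide 100 nM. Test articles in a dose series. Endpoint luminescence from cellular ATP.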
# Starred values were filed as active, the others as inactive; ? = inconclusive; . = not tested or not shown; & = joins results of further samples; [ ] = dose if it differs, or a comment. Unless noted, the call rests on the fitted dose curve; in most records, active means well fitted curve in the direction sought with a large enough effect; inconclusive means small, poorly fitted or top-dose-only effect, or another doubt; inactive means no such curve, though single readings can be large; an effect the other way counts as inactive or inconclusive.
SMILES,HttQ103 aggreg,KinaseGlo FLuc,IMPase Li cell,Lamin A splicing,CBFb RUNX1 block,SMN2 splice enh,HTT cytoprotect
O=C(Cn1nnc2ccccc2c1=O)NCCc1ccc(F)cc1,-3%,-3%,-5%,-4%,-17%,?,-26%[10 µM]
c1ccc(-c2ccc(C3CCCN3)cc2)cc1 (centres undefined),-2%[9.22 µM],.,.,.,0%,.,5%[10 µM]
Cc1ccc(C2NC(=O)c3c(sc4c3CCN(C)C4)N2)o1 (centres undefined),10%,-1%,-6%[38.3 µM],1%,-21%,4%,-2%
O=C(Cc1ccc(Br)cc1)N1CCN(c2ccc(F)cc2)CC1,-10%,15%,11%[38.3 µM],-6%,3%,-9%,14%[10 µM]
O=C(CS(=O)CC(=O)N(c1ccccc1)C(C(=O)NC1CCCC1)c1cccs1)Nc1ccc(F)cc1 (centres undefined),-17%,5%,-5%[38.3 µM],-1%,6%,6%,-1%[10 µM]
O=c1nc2ccccc2c2n1CC(CN1CCN(c3ccccc3F)CC1)N2 (centres undefined),8%,-1%,1%[38.3 µM],7%[0.0737 µM],-1%,5%,-10%
COc1ccccc1-n1nnnc1SCc1cc2c(cc1Br)OCO2,?,4%,34%[activator][38.3 µM],-16%,27%,3%,-9%
COc1ccc(C(=O)NCC(=O)OCC(=O)NC2CCCC2)cc1,-7%,7%,-2%,.,-5%,-9%,3%
O=C(c1ccc(NC(=S)Nc2ccc(F)cc2F)cc1)N1CCOCC1,-1%[9.22 µM],0%,3%,?,3%,.,7%[10 µM]
COc1ccc(NC(=O)CSc2nnc(-c3ccccc3C)n2N)cc1,35%,-6%,-11%[38.3 µM],?,14%,21%,3%
Cc1cc(NC(=O)CSc2nnc(-c3cccnc3)n2C)no1,7%,-3%,-6%[38.3 µM],4%,0%,-9%,39%[10 µM]
Cc1ccccc1OCC(=O)Nc1ccc2oc(=O)ccc2c1,6%,11%,8%,15%[46 µM],7%,-19%,-15%
CCOC(=O)N1CCc2c(sc3nc4n(c(=O)c23)N=C(C)CS4)C1,0%,-5%,-3%[38.3 µM],1%,1%,-32%[inhibitor],-27%
O=C(NCC(F)(F)F)Nc1cccnc1,-9%,0%,0%,-5%,5%,-10%,-18%[10 µM]
COc1ccc(NC(=O)Cn2nnc(C(N)=O)c2N)c(OC)c1,?,-1%,4%[38.3 µM],8%,0%,-23%,-1%
CCC(C)C(=O)OC1CC(C)C=C2C=CC(C)C(CCC3CC(O)CC(=O)O3)C21 (centres undefined),.,-6%,-8%,-5%,.,8%,.
CCCCCCC(=O)NN1CCN(C)CC1,-6%,-7%,6%[38.3 µM],-4%,3%,18%,7%
NC(=O)COC(=O)/C=C/c1ccccc1[N+](=O)[O-],8%,2%,-5%,?,9%,13%,-24%
C/C(=C\C(=S)Nc1ccccc1)Nc1cccc2ccccc12,16%,-3%,0%,6%,.,9%,-20%[10 µM]
Cc1ccc(CSCc2ccc(C(=O)NCC3CCCO3)o2)cc1 (centres undefined),10%,-5%,11%,.,-1%,-29%,-33%[inhibitor]

# The list goes on, starting with the last five of the part before.
SMILES,HttQ103 aggreg,KinaseGlo FLuc,IMPase Li cell,Lamin A splicing,CBFb RUNX1 block,SMN2 splice enh,HTT cytoprotect
CCC(C)C(=O)OC1CC(C)C=C2C=CC(C)C(CCC3CC(O)CC(=O)O3)C21 (centres undefined),.,-6%,-8%,-5%,.,8%,.
CCCCCCC(=O)NN1CCN(C)CC1,-6%,-7%,6%[38.3 µM],-4%,3%,18%,7%
NC(=O)COC(=O)/C=C/c1ccccc1[N+](=O)[O-],8%,2%,-5%,?,9%,13%,-24%
C/C(=C\C(=S)Nc1ccccc1)Nc1cccc2ccccc12,16%,-3%,0%,6%,.,9%,-20%[10 µM]
Cc1ccc(CSCc2ccc(C(=O)NCC3CCCO3)o2)cc1 (centres undefined),10%,-5%,11%,.,-1%,-29%,-33%[inhibitor]
COCCn1nnnc1SCC(=O)NCc1ccc2c(c1)OCO2,-4%[9.22 µM],-5%,0%,7%[46 µM],0%,-5%,4%[10 µM]
O=C(CCNS(=O)(=O)c1cccc2nsnc12)NCc1ccc(F)cc1,-5%,-2%,0%,?,8%,-1%,?
Cc1cc(C)c2nncn2n1,-11%[9.22 µM],.,.,.,7%,.,1%[10 µM]
Cc1ccccc1OCCn1cnc2c(N)ncnc21,9%,3%,2%,?,-6%,-74%[inhibitor],-39%[10 µM]
CN(C)/C=N/c1cc(=O)[nH]c(=O)n1Cc1ccccc1,-2%,-2%&-6%,-9%&3%,8%,10%,11%&3%,-3%
O=C(c1cccc(S(=O)(=O)N2CCCCC2)c1)N1CCCCC1,-16%,2%,11%,-2%,2%,-10%,10%[10 µM]
O=C(Cc1cccs1)N1CCC(c2nc3c(nnn3Cc3ccc(F)cc3)c(=O)[nH]2)CC1,?,2%,-12%[38.3 µM],21%,6%,-8%,-10%
COCCCn1c(SCc2cccc(C(F)(F)F)c2)nc2cc(OC)c(OC)cc2c1=N,6%,3%,7%[38.3 µM],?,-3%,-67%[inhibitor],-10%
C=CCN(C(=O)CNS(=O)(=O)c1ccccc1)C(C(=O)NCCOC)c1ccncc1 (centres undefined),9%,-2%,29%[38.3 µM],16%,9%,-4%,-7%[10 µM]
COC(=O)c1cc(OC)c(OC)cc1NC(=O)CSc1ccccc1,-1%,-4%,4%[38.3 µM],0%,0%,-9%,-1%
O=C(c1ccncc1)N1c2ccccc2Sc2ccccc21,-28%,-1%,9%,.,-5%,-11%,-37%[inhibitor]
Cc1cc(SCC(N)=O)nc(SCC(=O)c2ccccc2)n1,-8%,-1%,28%[38.3 µM],22%,-9%,-11%,-1%[10 µM]
COC(=O)[C@H]1C[C@@H]1[C@H](N)c1ccccc1,.,0%,-13%,.,2%,-13%,-32%[inhibitor]
O=C1CCC(=O)N1CN(C(=O)c1ccco1)c1ccc(Cl)c(Cl)c1,-1%,1%,-13%[38.3 µM],0%,10%,-16%,-7%
Nc1nc2n(n1)C(=O)CC(c1ccccc1[N+](=O)[O-])N2 (centres undefined),14%,-4%,1%,11%[9.22 µM],5%,5%,-17%
Cc1nnc(SCc2cccc(Cl)c2)n(N)c1=O,-16%,0%,1%,.,0%,-16%,-42%[inhibitor]
O=C(Cc1cccs1)Nc1nnc(SCc2ccc(C(F)(F)F)cc2)s1,12%,4%,0%,-5%,12%,-16%,-7%[10 µM]
CCOc1ccc(OCC)c(NC(=O)CN2CCC(NC(=O)c3cccc(F)c3)CC2)c1,4%,2%,10%[38.3 µM],?,-1%,-15%,-11%
O=C(CNc1ccccc1)c1ccc([N+](=O)[O-])cc1,14%,-2%,24%,-11%,-17%,13%,27%[10 µM]
Cc1cc(N(C)C)c(C#N)c(NCc2ccccc2)n1,?,1%,0%[38.3 µM],?,12%,4%,-28%
COC(=O)c1ccc(C(=O)OC)c(NC(=O)COC(=O)c2ccc(OC)c(OC)c2OC)c1,10%,0%,10%,-7%,2%,13%,-3%[10 µM]
Cc1c(C(=O)Nc2cccc(-c3nnc4n3CCCCC4)c2)oc2ccccc12,23%,3%,-1%,-9%,-16%,-10%,18%[10 µM]
O=C1/C(=C/c2ccc3c(c2)OCO3)CCC/C1=C\c1ccc2c(c1)OCO2,30%,-1%,14%,?,-23%,-20%,-6%[10 µM]
Clc1ccccc1CNCc1ccncc1,-22%,-1%,-6%,.,1%,-20%,7%
CC(NC(=O)C(=O)NN=C1CCCCCCCCCCC1)c1ccccc1 (centres undefined),9%,-1%,7%[38.3 µM],7%,-4%,-13%,-7%
O=C(OCC#CCSc1nnc(-c2ccc(Br)cc2)o1)c1cccs1,27%,12%,6%,?,-1%,-45%[inhibitor],.
CCN1CCN(C(=O)c2ccc(N3CC4CC(C3)c3cccc(=O)n3C4)c([N+](=O)[O-])c2)CC1 (centres undefined),-2%,1%,0%,.,1%,-18%,1%
CCN1CNC(=S)N(c2ccccc2OC)C1,2%,3%,-13%,-4%,1%,20%,9%[10 µM]
O=C(CCC(=O)N1CCN(c2ccc(O)cc2)CC1)c1cccs1,31%[9.22 µM],.,.,.,-17%,.,12%[10 µM]
Cc1ccc(N=Nc2c(O)ccc3cc(S(=O)(=O)O)ccc23)cc1,.,-5%[7.66 µM],-10%,.,.,-6%[9.22 µM],-13%[10 µM]
Cn1c(SCC(=O)N2CCCCC2)nnc1-c1ccc(S(=O)(=O)N2CCOCC2)cc1,-18%,-1%,22%[38.3 µM],5%,6%,15%,-10%[10 µM]
CCOC(=O)N1CCN(C(=O)c2ccc3c(c2)sc2nc(-c4ccc(OC)cc4)cn23)CC1,-8%,-1%,20%,-21%,3%,-13%,-14%[10 µM]
CC(=O)NCCNc1nc(-c2cccc(C#N)c2)nc2ccccc12,.,.,3%,-2%,.,.,-13%
Cc1cc2cc(CN(CC3CCCO3)C(=S)Nc3ccccc3)c(=O)[nH]c2cc1C (centres undefined),-16%,2%,7%,?,-12%,-24%,-9%[10 µM]
CC(=O)NC1=NC(=O)CS1,17%,2%,-4%[38.3 µM],6%,6%,4%,20%
CC1Oc2ccccc2C=C1/C=N/NC(=O)c1ccccc1O (centres undefined),-3%,-5%,13%,?,13%,13µM*,-33%[10 µM]
N#C/C(=C\c1cccn1-c1ccccc1)C(=O)NC1CCCCC1,17%,-1%,10%,?,0%,-9%,-15%[1.9 µM]
O=c1c2oc3ccccc3c2ncn1Cc1ccc(F)cc1,-20%,2%,-7%,?,3%,-26%,0%
COc1ccccc1NS(=O)(=O)c1cccc(NC(=O)Nc2ccccc2)c1,-16%,1%,3%,?,18%,-29%,9%[10 µM]
NC(=O)[C@H]1CC2(CC(c3cccc(NC(=O)COc4ccc(Cl)cc4)c3)=NO2)CN1C(=O)Cc1ccc([N+](=O)[O-])cc1 (some centres undefined),-14%[9.22 µM],.,.,.,?,.,-5%[10 µM]
CCOC(=O)CSc1nc(C)cc(=O)[nH]1,-21%,3%,-9%[38.3 µM],4%,7%,-4%,13%[0.074 µM]
